Screening data as filed in PubChem BioAssay.
HIF-2a block: blocks HIF-2a reporter activity | 786-0 RCC cells HIF-2a reporter, luciferase luminescence, overnight | inhibition, % at 18.8 µM | hit rate 0.72% among 360,000;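 active means inhibition of the luminescence signal of 40% or more relative to plate controls, in a single-dose primary screen at 18.75 µM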
TWEAK Fn14 block: blocks TWEAK-Fn14 interaction in a reporter cell assay; TWEAK-stimulated Fn14 reporter cells, luciferase luminescence, 8 h; inhibition, % at 10 µM; hit rate 2% among 360,000; in the data active means inhibition above about 50%
KKLEB tox: counter-screen for CF NF-kB inhibitors: cytotoxicity. KKLEB CF airway cells viability, ATPlite luminescence, overnight; hits give low values; cells stimulated with P. aeruginosa culture filtrate. activity change (cytotoxicity), % at 5 µM. hit rate 0.36% among 360,000;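 active means corrected activity change at or below -50% at 5 µM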
MITF TRPM1 inh: reduces MITF-dependent TRPM1 promoter luciferase signal. hit rate 0.83% among 330,000. inhibition, % at 12.5 µM. SK-MEL-5 TRPM1 promoter luciferase, 24 h;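 active means mean inhibition across replicates of 60% or more, whatever share of single replicates reaches that level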; further: values of inactives mirror those of a sister screen read the other way
aDG glyco act: increases alpha dystroglycan glycosylation | Pro5-aDG cells, alpha-DG glycosylation AlphaScreen (IIH6); 0% Pro5, 100% B10-LARGE cell signal | activation, % at 10 µM | hit rate 0.22% among 360,000 | AID 624168;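 active means activation of at least 8% versus controls, or a plate z-score of at least 8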;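 further: Pro5 are CHO cells carrying HIG-tagged alpha-DG that lacks glycosylation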
NR2E3 ag-1: NR2E3 (human) agonism; hit rate 0.12% among 320,000; inhibition of corepressor binding, % at 4.78 µM; AID 2300; Q9Y5X4; GST-NR2E3/biotin-RetCOR TR-FRET, 1536-well;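 active means percent inhibition above the cutoff of mean plus 3 SD of all tested compounds, set per screening campaign, cut at about 20% in these data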;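 further: 0% = DMSO wells and 100% = biotin wells as full block of FRET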
Target sequence (Q9Y5X4 whole entry, looked up): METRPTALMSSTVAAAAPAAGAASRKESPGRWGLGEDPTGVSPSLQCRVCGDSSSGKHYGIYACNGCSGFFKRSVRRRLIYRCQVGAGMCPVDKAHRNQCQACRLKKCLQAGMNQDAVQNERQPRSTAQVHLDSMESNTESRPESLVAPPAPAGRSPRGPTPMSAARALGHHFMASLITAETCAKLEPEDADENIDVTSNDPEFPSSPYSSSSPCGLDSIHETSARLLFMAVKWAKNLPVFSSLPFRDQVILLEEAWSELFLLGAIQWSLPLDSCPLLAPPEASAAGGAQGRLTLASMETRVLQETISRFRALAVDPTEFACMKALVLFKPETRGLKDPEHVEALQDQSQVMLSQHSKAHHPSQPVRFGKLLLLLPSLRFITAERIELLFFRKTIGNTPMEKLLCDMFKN
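Test system: GST-NR2E3 and biotin-RetCOR proteins | Quantity: 1.35 nM GST-tagged NR2E3 final | Medium: Tris pH 7.5 | Also added: 7 nM biotin-RetCOR | Dosing: Compound at 4.8 µM, single dose | Timing: 5 h at 4 °C | Detection: Time-resolved FRET | Read-out basis: Percent inhibition | Benchmarks: Biotin wells as high control, 0.6% DMSO wells as low control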
Peg3 prom inh: Peg3 promoter activity inhibition; HeLa PEG-Prom luciferase reporter, luminescence, overnight; inhibition, % at 20 µM; hit rate 1.7% among 360,000;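 active means inhibition of at least 50% at 20 µM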
CF NFkB block: blocks PAF-induced NF-kB reporter in cystic fibrosis cells; KKLEB NF-kB-GFP reporter, GFP fluorescence overnight; inhibition, % at 5 µM; hit rate 0.86% among 360,000; AID 588850;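 active means at least 50% inhibition at 5 µM, scaled per plate between neutral and stimulator controls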;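 further: PAF is a Pseudomonas aeruginosa culture filtrate used as stimulus; plate controls were PAF-stimulated DMSO wells for no effect and unstimulated DMSO wells for full effect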
Shn3 inh set2: Schnurri-3 reporter inhibition in Clone20 osteoblasts; hit rate 0.52% among 360,000; AID 588674; inhibition, % at 12.5 µM; Clone20 osteoblast Shn3 3'UTR firefly luciferase, 24 h;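 active means mean inhibition of at least 75% with every replicate also reaching 75%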;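 further: 0% = median of neutral control wells and 100% = pilot-screen positive control compound; some compounds past the cut are filed as inactive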
NR2E3 ag-2: human photoreceptor-specific nuclear receptor agonism | Q9Y5X4 | CHO-S Gal4-NCOR/VP16-NR2E3 two-hybrid, luciferase | inhibition of corepressor binding, % at 3.98 µM | hit rate 0.35% among 360,000 | AID 602229;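 active means inhibition above the mean of all tested compounds plus 3 SD, cut at about 70% in these data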;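 further: 0% = DMSO with NR2E3 transfected cells and 100% = cells lacking NR2E3 construct; higher means lower luciferase signal from less NR2E3 corepressor binding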
iPSC survival up: enhancers of human iPSC single-cell survival. survival enhancement, % at 20 µM. AID 602274. hit rate 0.044% among 360,000. hiPSC single-cell survival, ATPlite luminescence; 100% = ROCK inhibitor wells, 0% = DMSO; in the data active means survival enhancement above about 18%;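 further: cells exposed to compounds for 16 hours before the ATP read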
* hit, by the source's call; · = not tested or not shown.

Values run as follows: HIF-2a block, TWEAK Fn14 block, KKLEB tox, MITF TRPM1 inh, aDG glyco act, NR2E3 ag-1, Peg3 prom inh, CF NFkB block, Shn3 inh set2, NR2E3 ag-2, iPSC survival up
> CC(C)N(C(=O)[C@H]1C[C@H](CC(=O)NC(C)(C)C)C(=O)N2CCc3c([nH]c4cc(-c5ccco5)ccc34)[C@]12C)C(C)C
  9, 12, -10, 5, 0.0, ·, 22, 13, -11, -26, -1.3
> COc1cccc(OCC(=O)Nc2ccc(OC)c(OC)c2)c1
  -14, -6, 2, -13, -0.1, -1, -24, -1, 24, -10, -2.2
> C/C(=N\NC(=S)NC(C)C)c1ccc(Cl)s1
  -64, 0, 11, 29, 0.1, 1, -47, -11, 8, 9, -0.7
> COc1cccc(-c2ccc(C3=CC(=O)CC(C)(C)C3=O)cc2)c1OC
  -32, 0, -6, ·, 0.0, ·, -13, -6, -11, -15, -2.3
> CN(Cc1ccccc1)C(=O)CSc1cc(=O)n(C)c2ccccc12
  -77, -39, -13, -9, -0.1, 1, -59, -23, 11, -9, -1.0
> CC(=O)Nc1c2c(nn1-c1ccccc1C)CS(=O)(=O)C2
  20, 9, 2, -9, 0.3, -3, 7, -14, 9, 2, 0.3
> O=C(/C=C/c1ccccc1)OCCCN=C1NS(=O)(=O)c2ccccc21
  13, 5, -6, 10, 0.2, 0, 19, 5, 2, -12, 1.7
> N#C/C(=C(\O)C(F)(F)F)c1nnc2n1CCCCC2
  19, 0, 14, 10, 0.2, 1, -2, -9, 17, -13, 2.0
> NC(=O)CSc1nnc2sc3ccccc3n12
  6, 85*, 1, -3, -0.1, -1, 8, -9, -2, -11, 8.3
> CC1(c2nnnn2Cc2ccccc2)CCC(=O)N1CCc1c[nH]c2ccccc12 (centres undefined)
  -4, 1, ·, ·, 0.0, ·, ·, ·, ·, 3, 0.2
> COc1cc(NS(=O)(=O)c2ccc(NC(=O)/C=C/c3cccc([N+](=O)[O-])c3)cc2)ncn1
  17, 4, -6, -1, -0.2, 4, 5, 0, 11, -16, -2.6
> COCCn1c(=S)[nH]c2cc(C(=O)N3CCN(c4ccc(F)cc4)CC3)ccc2c1=O
  6, -36, -6, 11, 0.5, 4, -15, 1, -8, -8, 1.1
> Cc1cccc(C(=O)Nc2c(C(=O)N3CCN(C)CC3)cnn2-c2ccccc2)c1
  -1, 4, -14, -5, 0.0, 3, -1, -13, 5, -24, -0.3
> COc1cc([N+](=O)[O-])cc(/C=N/NC(=O)C(C)Nc2cccc3ccccc23)c1O (centres undefined)
  5, 87*, -2, 15, -0.1, 2, 31, 12, 26, -41, 0.4
> Cc1ccc2nc(NC(=O)C3CCCN(S(=O)(=O)c4cccnc4)C3)sc2c1 (centres undefined)
  -6, 36, -3, 4, 0.3, 3, 1, -14, 41, -26, -3.8
> COc1ccc(N(C(=O)c2ccccc2)S(=O)(=O)c2cccs2)cc1
  -1, 24, 0, 7, 0.1, 1, 21, 20, 4, -22, -0.6
> NC(=NCCc1ccccc1)c1cccc([N+](=O)[O-])c1
  7, -5, 2, ·, 0.0, 2, 1, -4, 0, -4, -0.8
> O=C(NCCO)C(=O)NCC1CCCN1S(=O)(=O)c1cccs1 (centres undefined)
  2, -2, 5, -4, 0.0, -3, -22, 4, -3, -8, 0.2
> c1ccc2c(c1)[nH]c1nc3nncn3nc12
  -1, 4, -4, 9, -0.1, -4, 10, -2, 7, -17, -0.8
> Cc1cc(C(=O)CSc2nnc(Nc3ccccc3)s2)c(C)n1CC1CCCO1 (centres undefined)
  -87, 3, 3, -17, 0.2, -1, -48, 9, 7, -16, 0.6
> O=C(NN=Cc1ccc(F)cc1)c1cccc(S(=O)(=O)N2CCCC2)c1
  8, 18, 3, 5, 0.2, ·, 1, 2, -6, -1, 0.0
> CCc1cc(C(=O)N2CCCC(CO)(Cc3ccc(F)cc3)C2)n(C)n1 (centres undefined)
  -15, 8, -3, -7, 0.3, 0, -11, -3, 0, -2, 0.6
> Cc1ccc(CSCC(=O)N2CCOCC2)cc1
  -35, -5, -6, 5, 0.0, 2, -44, 3, -23, -42, -1.1
> COC(=O)CNC(=O)C(CCSC)NC(C)=O (centres undefined)
  4, 3, 18, -3, 0.3, 3, -5, -2, 3, -10, 0.0
> CN(C)CCCn1c(SCC(=O)Nc2sc3c(c2C#N)CCCC3)nnc1-c1ccncc1
  -1, -13, -1, 15, -0.2, 1, -3, 5, -1, -11, 1.2
> COc1ccc(-c2nc(NC(=O)c3n[nH]c(=O)c4ccccc34)sc2C)cc1
  3, -53, 8, 13, 0.6, -1, 60*, 4, 9, -2, -1.0
> O=C1C2C3C=CC(CC3)C2C(=O)N1/N=C/c1ccc(O)c(O)c1 (centres undefined)
  -2, -10, -6, -13, 0.0, 0, -3, -5, -13, -3, -1.0
> Cc1cccc(NC(=O)NC2CCCCCCC2)c1
  -244, -28, -12, -39, -0.1, ·, -232, 15, -35, -117, -0.3
> CCOC(=O)CSc1nnc(-c2ccccc2)c(-c2ccccc2)n1
  19, 7, 14, -11, 0.0, ·, 6, 2, 24, 10, 0.4
> Cn1cc(C(F)(F)F)nc1-c1ccc(OCC(O)CNCCOc2ccc(O)c(C(N)=O)c2)cc1 (centres undefined)
  6, -6, -5, 1, -0.2, 2, 2, 5, -9, -32, -1.6
> Cc1ccc(OCC(O)CN2CCOCC2)cc1C (centres undefined)
  -9, -3, 13, -14, 0.0, 2, 1, -13, -9, 4, 0.6
> Cc1cc(-c2ccc(C)c(S(=O)(=O)NCc3cccc(Br)c3)c2)on1
  11, -12, 1, 5, 0.1, 4, 31, -4, 3, -8, 0.1
> N#Cc1ccc(OCC(=O)OCCCOC(=O)COc2ccc(C#N)cc2)cc1
  5, 15, 11, -3, 0.1, -1, 8, -6, 4, -35, 0.0
> Cc1ccc2nc(Cc3ccc(N)cc3)[nH]c2c1
  -181, -18, 6, -14, 0.0, 4, -102, 16, -53, -83, -1.6
> OCC1(CC2CCCCO2)CCN(Cc2ccccc2-c2ccco2)CC1 (centres undefined)
  7, -20, -2, 20, 0.6, 3, 10, 10, -3, 3, 0.0
> CCCCCOc1ccc(C(=O)Nc2ccc(N3CCOCC3)cc2N2CCOCC2)cc1
  -10, -5, -9, -14, 0.2, -1, -9, 9, 8, -9, -1.3
> Cc1ccc(NC(=O)N2CCc3ccccc3C2)cc1
  -367, -9, 7, -90, 0.2, 2, -284, -16, -63, -111, -1.8
> CC(C)c1cc(CNC(=O)C2CCC(=O)N(Cc3ccccc3F)C2)on1 (centres undefined)
  4, -15, 0, -2, -0.1, 1, -9, 7, -15, -7, 0.4
> CC1(C)CC(NC(=O)c2cc(S(=O)(=O)N3CCOCC3)ccc2Cl)CC(C)(C)N1
  -3, 2, -26, 2, -0.1, ·, 2, 3, 3, 10, 0.1
> CC12CC3(C)CC(C)(C1)CC(C(=O)NC(=S)N1CCOCC1)(C2)C3
  11, -17, -9, 4, 0.2, 0, 0, 13, 9, -28, -3.3

Copied from the list.
In NR2E3 ag-1, COC(=O)CNC(=O)C(CCSC)NC(C)=O (centres undefined) reads 3
In NR2E3 ag-2, CC(=O)Nc1c2c(nn1-c1ccccc1C)CS(=O)(=O)C2 reads 2

(cont.)
Values run as follows: HIF-2a block, TWEAK Fn14 block, KKLEB tox, MITF TRPM1 inh, aDG glyco act, NR2E3 ag-1, Peg3 prom inh, CF NFkB block, Shn3 inh set2, NR2E3 ag-2, iPSC survival up
> CCOc1ccc(/C=N/NC(=O)c2cc3c(OC)cccc3[nH]2)cc1
  -8, 45, 8, ·, -0.2, -3, 39, 2, 34, -43, 0.2
> O=C(NNC(=S)NCc1ccccc1)c1ccccc1OC(F)F
  7, 14, -3, -6, -0.2, 0, -11, -1, -14, 4, 3.1
> OCCN(CCCn1c(C(F)(F)F)nc2ccccc21)c1nc(CN2CCCCC2)cs1
  2, -5, -8, -6, 0.3, -2, -6, -11, -11, -25, -1.1
> c1ccc(Oc2ccc(-c3ccnc4nc(N5CCOCC5)nn34)cc2)cc1
  -17, -35, 1, -5, -0.3, 2, 1, -10, -2, 20, 3.3
> Oc1ccc(Cl)cc1-c1cc(-c2ccccc2Cl)[nH]n1
  -155, 3, -12, -23, 0.1, -2, -121, 19, -72, -62, 3.5
> Cc1ccc(N(O)C(=O)NCCCCNC(=O)N(O)c2ccc(C)cc2)cc1
  -217, -11, 15, -93, 0.5, -1, -153, -5, -32, -38, 0.3
> Cc1ccc(Sc2c(C#N)c(-c3ccccc3)nn2C)cc1
  11, 20, 5, 10, -0.2, 0, 41, -1, 1, -1, -0.1
> Cc1csc(NC(=O)CSc2nnc(-c3cccnc3)o2)n1
  -112, 10, 6, -15, 0.1, 1, -126, 5, -46, -56, -0.4
> CCC1C(=O)N=C(SCC(=O)Nc2ccc(C(=O)OC)cc2)NC1=O (centres undefined)
  15, 22, 11, -1, 0.0, 0, -7, 0, -1, -4, -0.5
> NC(=O)C1CCN(C(=O)c2cc(-c3ccc(Cl)cc3)nc3ccccc23)CC1
  -31, 0, -10, 4, -0.1, ·, -15, 7, -23, -36, -0.1
> Cn1ccc(C(=O)OCC(=O)Nc2ccccc2Cl)n1
  9, 0, 2, 0, 0.1, ·, 19, 16, 16, -18, -0.3
> CN1C(=O)c2ccc(C(=O)NCc3ccccc3)cc2C1=O
  3, 8, -3, -18, 0.0, 2, -2, -2, -16, 3, -0.8
> COC(=O)c1sc(NC(=O)/C=C/c2ccc(C)o2)nc1C
  -186, -24, 2, -54, 0.0, 2, -102, -4, -22, -64, -1.8
> CCOC(=O)c1cn2nc(Oc3ccc(OC)cc3)ccc2n1
  -1, -3, 8, -1, 0.0, -3, 5, 0, 5, -25, 1.6
> COc1ccc(N(C(=O)CNC(=O)c2cccs2)C(C(=O)NCC2CCCO2)c2ccc(OC)c(OC)c2)cc1 (centres undefined)
  10, -3, -13, 3, -0.3, -3, -1, 17, -9, 0, 0.3
> COc1ccccc1CNC(=O)C(NC(=O)Nc1ccccc1)C(C)C (centres undefined)
  1, 6, 14, 7, 0.0, 1, 15, -6, 4, -7, -0.5
> COc1ccc(C(=O)Nc2nc(OCC(F)(F)F)cnc2/C=C\c2ccccc2)c(OC)c1
  9, 13, -18, ·, 0.0, ·, 7, 20, 43, -9, 9.5
> CCOc1cccc2sc(N(CCCN(C)C)C(=O)c3ccc(S(=O)(=O)N(C)CC4CCCO4)cc3)nc12 (centres undefined)
  1, -3, 0, 6, 0.1, 0, 25, 19, -3, 7, -0.4
> CCOC(=O)c1cc(OC(C)=O)c2ccc(OC)c(OC)c2c1
  -41, 3, -5, ·, 4.4, ·, -59, -16, -22, -42, 3.2
> COc1ccc(NC(=O)c2cc(F)c(F)cc2Cl)cc1Cl
  -232, -43, -8, -56, 0.1, 0, -179, 27, -32, -47, -0.4
> O=S(=O)(c1ccccc1)N1CCN=C1SCc1ccc(Cl)c(Cl)c1
  22, 26, -15, 14, 0.9, 1, 27, 13, 22, 7, 1.4
> CCOC(=O)N1CCN(C(=O)C2CCN(C(=O)c3ccc(C(C)(C)C)cc3)CC2)CC1
  -16, -4, 7, 5, -0.1, -1, -14, 4, 9, -29, 1.1
